Source: PubChem (several laboratories)
MEX-5 binding = C. elegans MEX-5 TCR-2 RNA binding activity | 300,000 compounds, 0.38% hits | Q9XUB2 | AID 1832 | activity score (negative = inhibition of binding), % at 10 µM | MEX-5/FITC-TCR2 RNA binding, fluorescence polarization; stronger effect = lower value;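 active means inhibition past about -25% in most replicates, and total fluorescence under double the plate's negative control median, limit read from the data; inconclusive means replicates evenly split on the limit, or fluorescence at least double controls; inactive means too little inhibition in most replicates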;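 further: 0% = DMSO and -100% = 5 µM competing unlabeled TCR2 RNA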
Yeast superoxide = caloric restriction mimetics inhibiting age-related superoxide in yeast; AID 2690; S. cerevisiae aged cells, superoxide DHE fluorescence; stronger effect = lower value; superoxide response (% of plate mean), % at 10 µM; 330,000 compounds, 0.18% hits;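 active means superoxide response under a set limit, about three screen SD below normal, cut at about 65% in these data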;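 further: yeast aged for seven days with compound at 30 °C before DHE staining; 100% = average MFI of all compound-treated wells on the plate with controls excluded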
CIT2 TOR yeast = alters CIT2-GFP fluorescence in TOR pathway yeast screen; S. cerevisiae CIT2-GFP strain, flow cytometry, 3 h; 100 means same as DMSO wells; GFP response vs DMSO, % at 10 µM; 320,000 compounds, 0.065% hits; AID 2029;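 active means GFP response relative to DMSO above a set limit, near the screen mean plus 3 SD, cut at about 150% in these data; inconclusive means Fewer than 70 cells measured for a yeast strain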;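 further: ratio of well median GFP fluorescence to mean of DMSO wells on the plate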
GRK2 aptamer HTS = inhibitors of human GRK2 displacing RNA aptamer; AID 488847; inhibition of aptamer binding, % at 10 µM; 330,000 compounds, 0.59% hits; bead flow cytometry, FAM-aptamer displacement from GRK2; P25098;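 active means inhibition of aptamer binding above 40%, roughly 3 SD of noise, on plates passing a quality check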;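 further: median bead fluorescence of bound FAM aptamer so fluorescent compounds give negative values; no value below 0 was filed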
Target sequence (P25098 whole entry, looked up): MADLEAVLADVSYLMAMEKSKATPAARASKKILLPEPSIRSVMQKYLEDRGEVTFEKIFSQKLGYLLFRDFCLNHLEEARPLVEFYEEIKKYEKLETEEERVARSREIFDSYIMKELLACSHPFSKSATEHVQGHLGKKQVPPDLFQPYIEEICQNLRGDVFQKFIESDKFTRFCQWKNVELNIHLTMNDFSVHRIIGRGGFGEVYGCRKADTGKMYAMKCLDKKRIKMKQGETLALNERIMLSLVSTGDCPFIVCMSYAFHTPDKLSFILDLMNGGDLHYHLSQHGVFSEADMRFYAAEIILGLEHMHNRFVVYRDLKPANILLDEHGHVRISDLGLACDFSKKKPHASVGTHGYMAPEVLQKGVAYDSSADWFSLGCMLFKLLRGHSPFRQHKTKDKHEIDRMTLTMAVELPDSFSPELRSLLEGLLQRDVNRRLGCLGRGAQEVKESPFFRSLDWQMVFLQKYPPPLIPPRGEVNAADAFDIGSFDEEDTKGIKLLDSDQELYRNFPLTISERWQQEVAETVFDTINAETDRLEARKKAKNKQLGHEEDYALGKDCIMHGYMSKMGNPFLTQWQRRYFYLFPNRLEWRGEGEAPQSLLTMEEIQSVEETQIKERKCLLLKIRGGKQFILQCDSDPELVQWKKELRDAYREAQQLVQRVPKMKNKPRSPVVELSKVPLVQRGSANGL
GLD-1 TGE inh = GLD-1-TGE RNA interaction inhibition (C. elegans). 320,000 compounds, 0.44% hits. Q17339. AID 2280. inhibition, % at 5.96 µM. purified GLD-1 + fluorescein TGE RNA, fluorescence polarization;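 active means percent inhibition above a per-plate cutoff, the plate mean of test compounds plus 3 SD, cut at about 30% in these data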;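 further: 0% = DMSO wells with GLD-1 and probe and 100% = wells lacking GLD-1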
VLA-4 inh = inhibition in a human VLA-4 binding assay | P13612 | VLA-4 expressing cells, ligand binding flow cytometry | inhibition, % (about 7 µM as worked out from the volumes in the protocol) | 330,000 compounds, 0.2% hits | AID 2557; in the data active means inhibition above about 50%
Bcl-xL primary = Bcl-xL (human) inhibition. Q07817. GST-Bcl-xL / FITC-Bim BH3 peptide fluorescence polarization. inhibition, % at 10.9 µM. 320,000 compounds, 0.7% hits. AID 2129;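 active means inhibition above the mean of all tested compounds plus 3 SD, cutoff set per campaign, cut at about 30% in these data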;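 further: 0% = DMSO wells and 100% = unlabeled Bim-BH3 peptide competitor; inhibitors lower millipolarization by displacing the labeled peptide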
Target sequence (Q07817 whole entry, looked up): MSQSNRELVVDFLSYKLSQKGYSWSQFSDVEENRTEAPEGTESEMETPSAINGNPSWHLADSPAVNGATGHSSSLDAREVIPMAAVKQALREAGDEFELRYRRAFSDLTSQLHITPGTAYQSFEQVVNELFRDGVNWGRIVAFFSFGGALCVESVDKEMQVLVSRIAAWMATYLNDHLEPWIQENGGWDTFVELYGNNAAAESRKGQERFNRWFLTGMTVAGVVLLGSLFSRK
AGP1-GFP MLPCN = modulators of TOR pathway AGP1-GFP in S. cerevisiae; S. cerevisiae AGP1-GFP multiplex flow cytometry, 3 h; GFP as percent of DMSO wells; GFP response vs DMSO, % at 10 µM; 320,000 compounds, 0.02% hits; AID 2066;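 active means GFP response relative to DMSO above a set limit, near screen average plus 3 SD, cut at about 150% in these data; inconclusive means fewer than 70 cells counted for the yeast strain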;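 further: median GFP channel fluorescence of the gated AGP1 strain per well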
MCL1-BIM inh = disrupts human MCL1 binding to BIM-BH3 peptide; AID 2057; GST-MCL1 / FITC-Bim-BH3 fluorescence polarization; inhibition, % at 10.9 µM; Q07820; 320,000 compounds, 0.68% hits;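 active means inhibition above the mean inhibition of all tested compounds plus 3 SD, set per campaign, cut at about 40% in these data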;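 further: 0% = DMSO wells and 100% = unlabeled Bim-BH3 peptide control; higher means more loss of mP so more displacement of Bim peptide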
Starred values were filed as active, the others as inactive; ? = inconclusive; · = no result given; [ ] = another dose, or the depositor's remark.

SMILES	MEX-5 binding	Yeast superoxide	CIT2 TOR yeast	GRK2 aptamer HTS	GLD-1 TGE inh	VLA-4 inh	Bcl-xL primary	AGP1-GFP MLPCN	MCL1-BIM inh
CCc1nnc(NC(=O)C2Cc3ccccc3CN2S(=O)(=O)c2cccs2)s1 (centres undefined)	3.2	99	105	0	0	-4	1	100	8
COc1cccc(C2NC(=O)NC(O)(C(F)(F)F)C2C(=O)c2cccnc2)c1OC (centres undefined)	-0.1	92	?	0	5	33	1	23[may fluoresce violet]	0
NS(=O)(=O)c1ccc(NC(=O)C2COc3ccccc3O2)cc1 (centres undefined)	-3.9	93	102	2	-3	-1	0	101	-3
O=C(CCc1nc2ccccc2c(=O)[nH]1)OCc1ccccc1F	0.2	96	103	6	5	-5	3	105	-11
COc1cccc(NC(=O)NCc2c(-c3ccccc3)noc2C)c1	0.8	111	106	0	9	25	5	108	3
O=C(Cc1c(C(=O)O)[nH]c2ccccc12)NC1CCCC1	0.7	89	96	1	12	-2	0	97	2
CC(C)(C)c1ccc(/C=N/n2cnnc2)cc1	2.5	91	105	2	1	11	2	107	-1
CC(C)NC(=S)Nc1ccc2[nH]c(=O)[nH]c2c1	·	88	117	1	1	4	8	107	7
COC(=O)CN(c1ccccc1C)S(C)(=O)=O	1.3	94	96	0	-3	5	2	102	83*
CC(C)n1nc(C(=O)NCCc2ccc(S(N)(=O)=O)cc2)c2ccccc2c1=O	-0.7	83	90	2	8	4	3	100	1
C=CCNC(=O)c1ccc2nc(-c3ccccc3)c(-c3ccccc3)nc2c1	-0.8	104	97	1	-7	2	2	94	2
N#Cc1cc(C(=O)Cc2ccccc2)c[nH]1	1.3	98	104	2	1	3	1	103	0
NC(=Nc1ccc(Cl)cc1)c1ccccc1	0.4	82	102	1	2	0	2	94	2
COc1cc2c(cc1OC)CN(c1ncccc1[N+](=O)[O-])CC2	-2.3	117	92	4	0	-4	9	89	-2
O=C(COC(=O)[C@@H]1CC(O)CN1S(=O)(=O)c1ccccc1[N+](=O)[O-])Nc1ccc2ccccc2c1 (some centres undefined)	-0.3	99	90	3	0	11	-1	124	-6
Cc1cc(C(=O)NCCc2ccc(S(N)(=O)=O)cc2)c(C)o1	1.4	96	112	2	9	-1	6	108	6
COc1ccccc1CNC(=O)c1n[nH]c2ccccc12	1.0	103	83	1	0	2	0	100	4
O=C(NCC1OCCCN1S(=O)(=O)c1ccc(F)cc1)C(=O)NC1CCCC1 (centres undefined)	0.4	94	94	3	3	6	-1	102	-2
CC(=O)c1c(C)nc2ccc([N+](=O)[O-])cc2c1-c1ccccc1	0.7	104	97	0	-2	-22	2	93	9
CC1=Nc2ccccc2N=C(NC(=O)CSC(=S)N2CCCCC2)C1c1ccccc1 (centres undefined)	-1.8	107	95	3	3	14	1	96	0
COc1cc2c(cc1OC)C(C)N(C(=O)c1cc3c(C)cc(C)cc3[nH]1)CC2 (centres undefined)	1.8	117	95	0	6	-3	4	87	5
O=C(N/C(=C\c1ccco1)C(=O)N1CCCC1)c1cccs1	-3.3	116	101	4	8	7	9	113	13
C[C@@H]1CN([C@@H](C)CO)C(=O)c2cccc(NC(=O)c3nc4ccccc4s3)c2O[C@@H]1CN(C)CC1CC1	·	99	95	0	1	-10	·	94	·
CCOc1ccc(C(=O)NCCNC(=O)c2ccc(OCC)cc2)cc1	0.3	101	99	1	3	12	6	101	3
Cc1occc1-c1nnc(SCC(=O)c2cc3ccccc3oc2=O)o1	4.2	91	106	0	-3	0	-8	98	3
Cn1c(=O)cc(OCCCC(=O)NCc2ccc3c(c2)OCO3)c2ccccc21	0.7	87	107	1	0	-11	2	109	1
Clc1cccc(-c2ccc(/C=N/n3cnnc3)o2)c1	0.9	111	93	4	6	10	0	94	2
NC(=O)COC(=O)c1ccc(Cl)c(S(=O)(=O)N2CCCCCC2)c1	3.0	105	105	2	11	-16	-1	109	6
COc1cccc(C2CC(c3ccc(Br)cc3)=NN2C(=O)c2ccncc2)c1OC (centres undefined)	0.4	94	100	2	12	1	4	98	3
O=C(NCc1nc2ccccc2[nH]1)C1=C[C@H](C2CCCCC2)C[C@H](OCc2ccc(CO)cc2)O1	8.4	118	69	2	14	-6	-1	77	-1
Cc1cc(=O)oc2c(C)c(OCC(=O)NCCc3ccc(S(N)(=O)=O)cc3)ccc12	2.6	68	99	0	0	-1	-1	91	-1
Cc1noc(C)c1C(=O)Nc1ccc(F)cc1F	·	98	97	0	-6	0	3	96	1
CCCS(=O)(=O)c1c(S(=O)(=O)CCC)c2ccc(C(N)=O)cn2c1C(=O)c1ccc(F)cc1	1.6	102	108	0	5	17	-3	104	0
CC(C)Cc1nnc(NC(=O)CCC(=O)N2CCN(c3ccccc3F)CC2)s1	-16	94	100	4	4	5	8	98	11
C=CCn1c(SCC(=O)NC(=O)NC2CCCC2)nnc1C1CCCCC1	1.3	80	96	0	-7	12	11	99	20
CCN(CC)C(=O)Cc1c(O)c2ccccc2[nH]c1=O	·	104	92	0	-2	-5	-2	105	-4
CN1CCC(=NNC(=O)C(=O)NCc2ccccc2)CC1	0.1	93	104	0	-4	21	4	106	3
OC[C@H]1OC(O)[C@@H](O)[C@@H](O)[C@@H]1O (some centres undefined)	0.1	118	83	3	12	-2	-4	90	-2
CC(C(=O)NCCSCc1cccc(Cl)c1)N(c1ccccc1)S(C)(=O)=O (centres undefined)	-2.0	90	103	0	-9	8	5	102	6
COc1ccc(C2=CC(=O)CCC2)cc1	1.6	·	·	·	11	·	4	·	-1
FC(F)(F)c1ccc(Oc2ccc3ccccc3c2Br)nc1	0.1	112	101	0	2	-4	-2	94	-2
CC1(C)C(N(O)C(=O)Nc2ccccc2)N(c2cccc(Cl)c2)C(=O)N1O (centres undefined)	-2.7	100	106	8	-5	10	6	110	11
O=C(COC(=O)CNC(=O)c1ccccc1F)Nc1ccc2c(c1)OCO2	·	82	110	2	1	10	0	105	-3
CCCCOc1ccc(C(=O)NCC(=O)N2CCN(C(=O)c3ccco3)CC2)cc1	1.6	118	95	0	-4	8	3	105	-3
COCCn1c(CN2CCC(Cc3ccccc3)CC2)nc2c1c(=O)n(C)c(=O)n2C	·	89	75	1	0	-2	5	79	2
CCOCc1nnc(NC(=O)COc2ccc3c(c2)OCO3)s1	-0.7	105	87	3	1	6	-9	88	-17
Cc1cccc(N2CN(Cc3ccco3)CNC2=S)c1C	-1.1	103	100	0	1	0	5	96	3
CC(C)(C)NC(=O)c1nc2nc(-c3ccccc3)cc(C(F)(F)F)n2n1	-0.7	90	92	1	1	16	4	91	1
Cc1ccc(-c2noc(C3CCCN(C(=O)c4cccc(F)c4)C3)n2)cc1 (centres undefined)	-0.5	108	95	100*	-10	-5	6	92	9
CC1CN(C(=O)COC(=O)/C=C/c2ccc(C(F)(F)F)cc2)CC(C)O1 (centres undefined)	·	107	92	3	7	5	-6	96	-11
CC(C)Cn1c(=O)c2c(nc3n2CCCN3CCc2ccccc2)n(C)c1=O	-2.9	95	98	2	0	19	6	96	0
O=C(Nc1nnc(C2=COCCO2)o1)c1cccc(F)c1	-0.8	115	97	0	2	18	3	92	-5
O=C(CCc1nc2ccccc2c(=O)[nH]1)Nc1ccc(F)cc1	1.9	113	103	3	9	1	4	103	1
Cc1cc(C(=O)CN2C(=O)c3cccc(N)c3C2=O)c(C)n1Cc1cccs1	-0.5	108	97	3	7	20	11	106	13
Cc1nn(CC(=O)NC2C(=O)N3C(C(=O)O)=C(CSc4nnnn4C)CSC23)cc1Br (centres undefined)	-2.0	113	91	19	6	6	7	94	15
CCOc1ccc(S(=O)(=O)N2CCC(C(=O)NCc3ccccc3CN3CCCC3)CC2)cc1	·	96	100	0	6	-3	1	102	-4
Brc1cccc(-c2nnc3sc(CN4CCC5(CC4)OCCO5)cn23)c1	0.9	103	105	0	6	13	5	105	7
CC(C)CNC(=S)NC(=O)c1ccc(Cl)cc1	-0.3	102	89	0	6	-30	8	94	5
N#CC1(NC(=O)CN2c3cccc4cccc(c34)S2(=O)=O)CCCCC1	-0.5	100	96	0	-5	7	-2	103	-8
CC1=C(C(=O)Nc2ccccc2)C(c2ccc(C(C)C)cc2)N2C(=O)CSC2=N1 (centres undefined)	0.2	94	103	0	5	11	6	97	9
(cont.)
SMILES	MEX-5 binding	Yeast superoxide	CIT2 TOR yeast	GRK2 aptamer HTS	GLD-1 TGE inh	VLA-4 inh	Bcl-xL primary	AGP1-GFP MLPCN	MCL1-BIM inh
O=C(N/N=C/c1ccco1)c1cc(-c2ccc(Cl)s2)[nH]n1	-3.3	106	?	0	-2	1	-2	?	1
O=C(CNC1=NCCC1)c1ccc2c(c1)OCCO2	2.1	100	117	0	2	6	1	114	-1
O=C(Cc1csc(Nc2nc(=S)[nH]c3ccccc23)n1)NCc1ccc(Cl)cc1	-3.7	98	94	0	-4	1	8	100	13
Cc1cccc(OCc2nc(C#N)c(NCc3ccc4c(c3)OCO4)o2)c1	0.0	105	104	1	0	2	-2	100	-5
